# CaV13 FRET inh: Primary screen for inhibitors of IQ motif and Ca2+-dependent inactivation inhibitor domain binding in CACNA1D, Förster resonance energy transfer in living cells, … | inhibition, % at 12.3 µM | actives 0.098% (n = 340,000) | HEK cells, CFP/YFP FRET ICDI-IQ, plate reader, 10 min; percent FRET-ratio fall versus neutral wells;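 active = mean replicate inhibition of at least 30% and at least 1% of replicates passing that level; inconclusive = only one of the two criteria is met; inactive = neither criterion is met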;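 note: 0% = median of the neutral control wells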
# ABHD5 PLIN5 PPI: blocks binding of human ABHD5 to perilipin-5. inhibition, % at 4 µM. Split G. princeps luciferase complementation, luminescence, 4 h. Q00G26+Q8WTS1. actives 0.78% (n = 360,000);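 active = inhibition above the mean inhibition across every tested compound plus 3 SD, cut at about 22% in these data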;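 note: 0% = DMSO only wells and the 100% control is not disclosed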
# Glyco luc inh: blocks N-linked glycosylation in D54 reporter cells; D54 ERlucT glycosylation luciferase reporter, 24 h; percent of 100 nM tunicamycin response; reporter increase, % at 12.5 µM; actives 0.23% (n = 360,000); AID 588692;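 active = mean luciferase reporter signal, scaled so untreated is 0 and the glycosylation-blocking control 100, at or above a set limit in every replicate; inconclusive = mean reaches the limit but not every replicate does; inactive = mean below the limit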;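 note: luciferase carries N-glycosylation sites so blocking glycosylation raises the light; 0% = median of neutral control wells and 100% = median of 100 nM tunicamycin wells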
# Granule exo inh: lytic granule exocytosis inhibition | TALL-104 LAMP-1 surface exposure, flow cytometry; cells stimulated with thapsigargin and PMA | actives 0.66% (n = 360,000) | inhibition, % at 10 µM;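 active = inhibition above about 55%, limit read from the data; inconclusive = no clear call, values can overlap the other calls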
# PDI turbidity: blocks human protein disulfide isomerase activity; PDI insulin aggregation turbidity, A650, 90 min; inhibition, % at 10 µM; actives 0.052% (n = 350,000); P07237;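 active = mean inhibition across replicates of 30% or more, whatever share of single replicates reach that level; inconclusive = mean inhibition below 30% while every single replicate reaches 30%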;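 note: absorbance from insulin aggregation driven by PDI reduction with DTT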
# ABCB6 inh MLPCN: inhibitors of human ABC transporter ABCB6 | Q9NP58 | K562-ABCB6 porphyrin accumulation, flow cytometry, 1 h; stronger effect = lower value | fluorescence ratio to DMSO, % at 10 µM | actives 0.19% (n = 360,000) | AID 602162;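 active = fluorescence ratio to DMSO below 75%, the collection mean minus 3 SD; inconclusive = too few cells collected in the well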;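 note: signal is porphyrin accumulated inside mitochondria; 100% equals median channel fluorescence of DMSO control wells; lower ratio means ABCB6 inhibition with less porphyrin fluorescence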
# Target sequence (Q9NP58 whole entry, looked up): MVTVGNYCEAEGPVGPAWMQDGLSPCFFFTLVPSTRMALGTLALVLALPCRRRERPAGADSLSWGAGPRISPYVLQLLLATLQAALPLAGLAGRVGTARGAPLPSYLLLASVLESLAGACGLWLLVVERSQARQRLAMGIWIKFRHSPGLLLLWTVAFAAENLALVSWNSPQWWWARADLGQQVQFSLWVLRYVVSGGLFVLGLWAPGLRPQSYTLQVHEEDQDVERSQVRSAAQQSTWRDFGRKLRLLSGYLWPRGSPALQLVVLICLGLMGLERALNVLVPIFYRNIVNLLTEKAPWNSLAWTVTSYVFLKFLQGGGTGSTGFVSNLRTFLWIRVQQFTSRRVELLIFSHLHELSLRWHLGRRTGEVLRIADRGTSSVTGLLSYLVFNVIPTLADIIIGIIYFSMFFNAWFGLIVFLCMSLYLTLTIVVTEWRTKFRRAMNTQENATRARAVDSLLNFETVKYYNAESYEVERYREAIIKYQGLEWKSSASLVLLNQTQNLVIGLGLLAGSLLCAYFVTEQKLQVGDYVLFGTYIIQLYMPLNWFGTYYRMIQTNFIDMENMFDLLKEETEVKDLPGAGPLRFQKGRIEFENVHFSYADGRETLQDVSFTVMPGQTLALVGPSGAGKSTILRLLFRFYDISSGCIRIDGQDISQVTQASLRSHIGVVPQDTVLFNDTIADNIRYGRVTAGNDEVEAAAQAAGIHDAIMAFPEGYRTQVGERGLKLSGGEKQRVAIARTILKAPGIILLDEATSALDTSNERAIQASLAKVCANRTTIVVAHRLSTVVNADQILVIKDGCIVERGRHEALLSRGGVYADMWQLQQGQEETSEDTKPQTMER
# MC4R antagonist: blocks human MC4R cAMP signaling. MC4R-expressing cells, MTII-stimulated cAMP, LANCE TR-FRET. inhibition, % at 6.5 µM. actives 0.48% (n = 360,000);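 active = inhibition above its plate's cutoff, the mean of tested wells on that plate plus 3 SD, cut at about 29% in these data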;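 note: 0% = Melanotan II alone and 100% = Melanotan II plus saturating MCL0020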
#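 Assay system: human MC4R-expressing U2OS cells; reagent: Melanotan II stimulation of cells; dosing: 6.5 µM single dose; timing: compound 30 min, challenge 1 h, detection 1 h; signal: TR-FRET cAMP assay; replicates: one well per compound, no replicates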
# H9c2 protect: myocardial damage modulation in H9c2 cells; H9c2 cardiomyocytes, H2O2 injury protection, ATPLite, 2 h; protection from H2O2 cell death, % at 20 µM; actives 0.63% (n = 360,000);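 active = compounds giving at least 50% protection of heart cells from peroxide-induced death in the single-dose screen, raw or plate-pattern-corrected value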;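 note: 0% = DMSO wells with peroxide and 100% = DMSO wells without peroxide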
# MC4R ag barr: human MC4R agonism via beta-arrestin. activation, % at 8.9 µM. actives 0.98% (n = 360,000). P32245. U2OS MC4R beta-arrestin complementation, luminescence; percent of melanotan II response, DMSO zero;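 active = activation above a per-plate cutoff, the mean activation of sample wells on that plate plus 3 SD, cut at about 8% in these data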
# m5-HT2A agonist: activates the mouse 5-HT2A serotonin receptor | CHO-K1 mHTR2A beta-arrestin complementation, luminescence; percent of 30 µM serotonin response | activation, % at 7.6 µM | actives 0.66% (n = 360,000);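 active = activation above a run cutoff, the mean activation of all tested compounds plus 3 SD, cut at about 14% in these data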;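 note: 0% = plate median of compound wells and 100% = 30 µM serotonin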
# Starred values were filed as active, the others as inactive; ? = inconclusive; nt = no result given.
# A first look:
SMILES,CaV13 FRET inh,ABHD5 PLIN5 PPI,Glyco luc inh,Granule exo inh,PDI turbidity,ABCB6 inh MLPCN,MC4R antagonist,H9c2 protect,MC4R ag barr,m5-HT2A agonist
Cc1cc(C)c2c(=O)[nH]c(SCC(=O)Nc3ccccc3)nc2n1,nt,5,2,-3,2,104,5,9,-0.7,6
Cc1cc(C)n2nc(CNS(=O)(=O)c3ccc(C(C)(C)C)cc3)nc2n1,-10,2,-1,6,nt,102,0,-2,-0.2,22*
COc1ccccc1CN(C(=O)CCl)C(C(=O)NC1CCCCC1)c1ccncc1 (centres undefined),nt,3,1,-5,7,107,7,1,-0.7,1
O=C(Nc1cc(Cl)ccc1Oc1ccccc1)C1=COCCO1,-16,2,-2,17,4,101,13,-6,0.8,-9
CCC(=O)N1CCC1(C)C(=O)Nc1cc(OC)ccc1OC (centres undefined),-5,-2,2,0,5,94,7,3,-1.9,-1
CON(C)S(=O)(=O)NC(=O)C1=C(N2CCCC2)COC1=O,-10,-1,2,-10,-4,99,2,12,-1.1,-7
CC(=O)C1=C(C)NC(C)=C(C(C)=O)C1c1cn(-c2ccccc2)nc1-c1cccs1,nt,-1,6,-4,-8,97,-3,2,-2.7,7
O=C(O)C1CCCN1C(=O)NC1CCCCC1 (centres undefined),-21,-6,1,1,9,100,6,6,-1.0,7
O=C(c1ccc2ccccc2n1)N1CCN(S(=O)(=O)c2ccccc2)CC1,-5,-5,2,-4,1,96,8,8,2.2,-3
COC(=O)c1ccc(C(=O)OC)c(NC(=O)Oc2ccccc2)c1,-3,-2,-1,-2,14,103,7,-3,-0.3,4
CCC1=NN2C(=N)/C(=C\c3cccn3-c3ccc(C)cc3C)C(=O)N=C2S1,-15,3,2,-16,5,102,44*,-7,0.9,-1
O=C(Nc1ccc(F)c(F)c1)c1ccco1,-6,-7,3,-2,2,96,19,-4,-2.9,2
CC(C)COC(=O)Cc1c(O)c2ccccc2[nH]c1=O,-4,6,5,4,-6,101,8,2,-1.7,3

# This part in full, repeating the preview:
SMILES,CaV13 FRET inh,ABHD5 PLIN5 PPI,Glyco luc inh,Granule exo inh,PDI turbidity,ABCB6 inh MLPCN,MC4R antagonist,H9c2 protect,MC4R ag barr,m5-HT2A agonist
Cc1cc(C)c2c(=O)[nH]c(SCC(=O)Nc3ccccc3)nc2n1,nt,5,2,-3,2,104,5,9,-0.7,6
Cc1cc(C)n2nc(CNS(=O)(=O)c3ccc(C(C)(C)C)cc3)nc2n1,-10,2,-1,6,nt,102,0,-2,-0.2,22*
COc1ccccc1CN(C(=O)CCl)C(C(=O)NC1CCCCC1)c1ccncc1 (centres undefined),nt,3,1,-5,7,107,7,1,-0.7,1
O=C(Nc1cc(Cl)ccc1Oc1ccccc1)C1=COCCO1,-16,2,-2,17,4,101,13,-6,0.8,-9
CCC(=O)N1CCC1(C)C(=O)Nc1cc(OC)ccc1OC (centres undefined),-5,-2,2,0,5,94,7,3,-1.9,-1
CON(C)S(=O)(=O)NC(=O)C1=C(N2CCCC2)COC1=O,-10,-1,2,-10,-4,99,2,12,-1.1,-7
CC(=O)C1=C(C)NC(C)=C(C(C)=O)C1c1cn(-c2ccccc2)nc1-c1cccs1,nt,-1,6,-4,-8,97,-3,2,-2.7,7
O=C(O)C1CCCN1C(=O)NC1CCCCC1 (centres undefined),-21,-6,1,1,9,100,6,6,-1.0,7
O=C(c1ccc2ccccc2n1)N1CCN(S(=O)(=O)c2ccccc2)CC1,-5,-5,2,-4,1,96,8,8,2.2,-3
COC(=O)c1ccc(C(=O)OC)c(NC(=O)Oc2ccccc2)c1,-3,-2,-1,-2,14,103,7,-3,-0.3,4
CCC1=NN2C(=N)/C(=C\c3cccn3-c3ccc(C)cc3C)C(=O)N=C2S1,-15,3,2,-16,5,102,44*,-7,0.9,-1
O=C(Nc1ccc(F)c(F)c1)c1ccco1,-6,-7,3,-2,2,96,19,-4,-2.9,2
CC(C)COC(=O)Cc1c(O)c2ccccc2[nH]c1=O,-4,6,5,4,-6,101,8,2,-1.7,3
NC(=O)c1nn(-c2ccccc2)nc1N,-5,-6,3,0,-2,91,-2,5,-1.4,-2
Cc1[nH]c2c(C)cccc2c1CCNS(=O)(=O)c1cccc([N+](=O)[O-])c1,-14,11,-1,6,10,97,3,-4,-1.5,3
COc1ccc(-c2cc(C(=O)Nc3ccc(S(=O)(=O)Nc4onc(C)c4C)cc3)c3ccccc3n2)cc1,-4,8,-3,2,-1,96,5,-7,-2.3,9
O=C(O)c1nc2ccccc2nc1C(=O)O,-6,-1,-2,3,-6,90,8,1,0.5,0
O=C(CSc1nncc2ccccc12)Nc1ccccc1,-5,-2,-1,-7,9,97,-3,6,1.0,5
FC(F)Oc1ccc(C2=Nn3c(nnc3-c3ccccc3Cl)SC2)cc1OCC1CC1,-6,1,2,1,-9,96,1,-13,0.8,1
O=C(Nc1ccc([N+](=O)[O-])c(NC(=O)C2CCCO2)c1)C1CCCO1 (centres undefined),-4,-4,1,-1,3,102,21,-1,-2.8,-1
CCOC(=O)N1CCN(S(=O)(=O)c2ccc(C(=O)Nc3nnc(CC)o3)cc2)CC1,-3,-3,3,-4,-2,100,6,4,-0.6,2
CCN(c1ccccc1)S(=O)(=O)c1ccc(C(=O)Nc2nnc(-c3ccco3)o2)cc1,-5,7,0,9,5,107,3,14,5.3,7
CCc1nc2ccccc2n1Cc1cc(=O)n2cc(C)ccc2n1,-5,1,-2,2,10,90,4,-3,-1.5,-2
CO/N=C(\Cn1ncc(N2CCCC2)c(Cl)c1=O)c1ccc(Cl)cc1,0,-4,3,1,-1,100,-4,-6,-1.1,4
O=C(O)c1ccccc1C(=O)N(Cc1ccccc1)Cc1ccccc1,-4,-4,-3,3,-10,98,4,-3,-0.7,3
Cc1nn(CC(=O)NCC2CCCO2)c(C)c1[N+](=O)[O-] (centres undefined),0,-3,2,-1,?,103,3,0,-2.2,-1
O=C(Nc1ccccc1N1CCOCC1)c1cc(Cl)c2c(c1)OCO2,-5,2,1,-6,-7,91,3,-2,-0.3,2
COc1cc(NC(=O)CC(C)n2ccnc2)cc(OC)c1 (centres undefined),-20,-8,0,-5,6,102,-1,1,0.6,1
Cc1sc(NC(=O)CN2CCN(c3ccccn3)CC2)c(C#N)c1C,0,2,0,1,-6,93,7,2,3.4,0
Cc1ccc(S(=O)(=O)N[C@H](C(=O)N2CCC(C(=O)N[C@H](C(=O)O)c3ccccc3)CC2)C(C)C)cc1,nt,3,0,-8,nt,98,5,6,0.8,-2
CC(=O)c1ccc(OCC(O)CN2CCN(S(=O)(=O)c3c(C)c(C)cc(C)c3C)CC2)cc1 (centres undefined),-4,-3,-3,-5,-8,99,17,-3,0.5,-1
CC(C)c1ccc(NC(=O)c2cc(-c3cc(F)ccc3OCC3CCCO3)n[nH]2)cc1 (centres undefined),-6,-3,-1,1,-3,98,20,-12,-0.9,-11
CCC(CC)C(=O)N(C)c1c(C)nc2c(OCc3ccc(C(F)(F)F)cc3)cccn12,-8,5,3,-4,4,100,15,-9,0.8,-8
Cc1ccc(CNC(=O)C2CCC(=O)N(CCc3ccc(Cl)cc3)C2)s1 (centres undefined),nt,-4,-2,-4,-3,95,-1,-4,-1.1,0
Clc1cccc(CNCCNCc2cccc(Cl)c2)c1,2,-4,-3,-2,6,104,3,3,-1.5,-6
COc1ccc(C(=O)C[n+]2ccccc2C)cc1,-20,-4,1,-1,3,102,2,9,1.9,2
Nc1nc(N)c2nc(-c3ccccc3)c(N)nc2n1,-5,2,1,-2,-8,97,18,-3,-0.6,2
CC1CCCCC12NC(=O)N(CC(=O)Nc1cccnc1Cl)C2=O (centres undefined),-6,4,4,0,-8,106,5,1,-0.5,14
Cc1cccc(C)c1-n1nnnc1C(c1ccnc2ccccc12)N(C)Cc1ccc(Cl)c(Cl)c1 (centres undefined),-6,0,nt,4,nt,87,nt,nt,nt,4
COC(=O)c1ccc2nc(C3CCCCC3)c(Cc3ccccc3C(F)(F)F)n2c1,-8,-2,-1,-6,nt,100,nt,-7,nt,-3
Cc1cc(=O)oc2cc(OCC(=O)NC3(C#N)CCCCC3)c(Cl)cc12,-6,1,-1,-1,-2,99,5,2,-2.1,-5
CCOC(=O)c1c(CN2CCOCC2)n(-c2ccccc2)c2cc(Br)c(OC)cc12,-5,-3,-8,-3,14,91,8,-2,-1.0,-3
O=C(Nc1ccccc1SC(=O)c1ccccc1)c1ccccc1,-2,-7,-1,15,-3,99,-15,-10,-2.4,8
Cc1ccc(-c2nn(CCC(=O)NC(C)C)c(=O)c3ccccc23)cc1,-4,-1,-1,2,-6,92,7,-2,-3.0,2

# Reformatted as labelled records: entries from further up
> O=C(Nc1ccccc1N1CCOCC1)c1cc(Cl)c2c(c1)OCO2
  CaV13 FRET inh: -5; ABHD5 PLIN5 PPI: 2; Glyco luc inh: 1; Granule exo inh: -6; PDI turbidity: -7; ABCB6 inh MLPCN: 91; MC4R antagonist: 3; H9c2 protect: -2; MC4R ag barr: -0.3; m5-HT2A agonist: 2

> COc1cc(NC(=O)CC(C)n2ccnc2)cc(OC)c1 (centres undefined)
  CaV13 FRET inh: -20; ABHD5 PLIN5 PPI: -8; Glyco luc inh: 0; Granule exo inh: -5; PDI turbidity: 6; ABCB6 inh MLPCN: 102; MC4R antagonist: -1; H9c2 protect: 1; MC4R ag barr: 0.6; m5-HT2A agonist: 1

# Compounds were not picked by outcome; overall some 4.2% were active at least once.
